# hcGAS inh: blocks human cGAS activity; Q8N884; recombinant h-cGAS, ATP depletion, Kinase-Glo luminescence; inhibition, % at 12.5 µM; 290,000 compounds, 0.081% hits; AID 1259398;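 note: 0% = vehicle reaction and 100% = reaction without DNA for no activity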
# Target sequence (Q8N884 whole entry, looked up): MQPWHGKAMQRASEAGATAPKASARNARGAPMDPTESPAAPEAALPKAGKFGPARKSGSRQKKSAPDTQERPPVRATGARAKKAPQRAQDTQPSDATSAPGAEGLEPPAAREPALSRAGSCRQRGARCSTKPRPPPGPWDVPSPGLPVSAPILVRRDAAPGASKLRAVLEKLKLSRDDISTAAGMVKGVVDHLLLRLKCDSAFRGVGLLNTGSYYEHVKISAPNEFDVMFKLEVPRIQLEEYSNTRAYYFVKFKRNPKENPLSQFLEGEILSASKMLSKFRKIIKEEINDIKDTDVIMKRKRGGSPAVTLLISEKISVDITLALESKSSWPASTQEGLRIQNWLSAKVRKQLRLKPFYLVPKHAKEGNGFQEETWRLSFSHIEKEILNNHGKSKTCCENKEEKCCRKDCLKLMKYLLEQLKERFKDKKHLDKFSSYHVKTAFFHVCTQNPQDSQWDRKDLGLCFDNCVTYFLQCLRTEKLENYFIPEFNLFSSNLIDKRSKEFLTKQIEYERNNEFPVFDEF
# mcGAS inh: inhibitors of mouse cGAS | Q8C6L5 | recombinant cGAS, Kinase-Glo ATP depletion luminescence | inhibition, % at 12.5 µM | 160,000 compounds, 0.15% hits;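 note: 0% = negative control wells and 100% = reference inhibitor with no enzyme activity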
# NPYLR7 ag: activates Aedes aegypti NPYLR7 receptor. activation, % at 10 µM. HEK293T NPYLR7/Galpha15, GCaMP6s calcium fluorescence. 270,000 compounds, 0.15% hits; in the data active = activation above about 40%;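 note: 0% = vehicle and 100% = reference agonist at the receptor; some compounds past the cut are filed as inactive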
# * marks the source's active call; other numbers are inactive results; . = no result given; & = joins results of further samples. Cut-off read from the data, not from the text of the source, unless noted: active = inhibition above about 40%; inactive = the rest. No enrichment for hits. Share with any hit: about 0.29%.
Compound,hcGAS inh,mcGAS inh,NPYLR7 ag
Cc1nn(-c2ccccc2)c2c1C(c1ccc(Cl)cc1)C(C#N)C(=N)O2 (stereo unspecified),-7,0,1
O=C(NCc1cn2c(n1)SCC2)c1cccc2ccnn12,-5,-16,-3
O=C(NCc1ccco1)c1coc(CN(CCN2CCOCC2)Cc2ccc(Cl)cc2)n1,-7,-4,9
CC(C)(C)P(=O)(Cc1ccccc1)C(C)(C)C,-7,-5,3
Cc1cc2[nH]c(O)c(N=NC(=O)c3ccccc3C)c2cc1Br,-4,-6,-2
O=C(Nc1ccnc(=O)[nH]1)c1ccccc1,8,.,3
O=C(COC(=O)C1(c2ccc3c(c2)OCCO3)CCCC1)N1CCNC1=O,-6,.,11
COC(=O)C1OC(=O)C(C(=O)OC(C)(C)C)C1c1ccccc1 (stereo unspecified),5,.,3
CN1CCC(C2CCN(C(=O)C3CC=CCC3)C2)CC1 (stereo unspecified),-12,-6,.
COc1ccc(-n2c(SCc3cc(F)ccc3F)nnc2-c2ccccc2C)cc1,-5,-5,-8
CCN(CC)c1ncnc2c1cnn2Cc1ccc(Cl)cc1,-10,-1,-1
CC(=O)N(C)Cc1cccc(NS(=O)(=O)N2CCCCCC2)c1,-7,.,7
CCC(CC)N(C(=O)CCc1c(C)nc2c(C#N)cnn2c1C)C1CC1,0,.,0
CCCCCc1ccc(C(=O)N2CCN(c3nc4nccc(-c5ccc6c(c5)OCO6)n4n3)CC2)cc1,-2,-4,5
Cc1ccn(-c2ccc(N3CCN(C(=O)c4ccc(F)cc4)CC3)nn2)n1,-2,-10,-6
CC(=O)c1ccc(CN(C)Cc2nc3ccc(Cl)cc3[nH]2)cc1,0,-15,-1
COc1ccc(C2=NOC(C)([C@H]3CC=C(C)/C(=N/NC(=O)c4cccs4)C3)C2)cc1 (stereo partly specified),-12,.,0
Cc1c(C(=O)NCc2ccco2)cnn1-c1ccccc1,-4,-3,-20
O=C(CSc1nnc(-c2cccs2)n1C1CC1)Nc1ccccc1,-2,.,4
O=C(Nc1ccc(Br)cc1C(F)(F)F)C1CC1,-4,.,-6
Cc1csc2ncc(C(=O)N3CCc4ccccc43)c(=O)n12,-7,-9,7
CCC(C)NC(=O)COc1ccc2c3c(c(=O)oc2c1)CCC3 (stereo unspecified),0,0,5
COCCn1c(SCc2cccc(Br)c2)nnc1-c1cc(-c2ccccc2)nc2ccccc12,-7,-6,-6
CCOCCOc1nc(-c2cccc(C(F)(F)F)c2)n(-c2cccc(NC(=O)c3cccc(OC)c3)c2)n1,-8,-5,7
CCC1CCCCN1CCCNC(=O)c1c(O)nc2c(C)cccn2c1=O (stereo unspecified),2,2,-4
Cc1ccc(S(=O)(=O)Nc2ccc(Nc3nccn4c(-c5cccc6ccccc56)cnc34)cc2)cc1,-4,-2,-3
CCOc1ccc(C(=O)c2c(N)c(C(=O)Nc3cccc(C)c3C)c3ccccn23)cc1,-6,-8,-3
N#CC1C(=N)Oc2n[nH]c(-c3ccc(F)cc3)c2C1c1cn[nH]c1-c1ccc(F)cc1 (stereo unspecified),-9,.,0
O=C(NCc1cccnc1)Nc1cccc([N+](=O)[O-])c1,-4,-2,7
Cc1ccc(NCc2ncc(C(C)(C)C)o2)c(Cl)c1,-2,.,-1
O=S(=O)(NCc1ccc2[nH]c3c(c2c1)CCCC3)C1CC1,-3,.,-4
Cc1cc(F)ccc1NC(=O)CCC1CCCN(Cc2cn[nH]c2-c2cccc(F)c2)C1 (stereo unspecified),-6,-8,16
O=S1(=O)CCC(Cn2ccnc2-c2cc(CN3CCCC3)cs2)C1 (stereo unspecified),-1,.,-1
CCNc1nc(-c2cc(C)n(-c3cc(C)on3)c2C)cs1,-5&-12,.,0&0
CCOC(=O)C1CCN(C(c2ccccc2)C2Sc3nc(-c4ccco4)nn3C2=O)CC1 (stereo unspecified),-4,1,-9
COc1cccc(OC)c1C(=O)N1CCN(c2nc(Cc3ccccc3)nc3c2c(C)nn3-c2ccc(F)cc2)CC1,-4,-5,2
O=c1c(-c2ccc(Br)cc2)[n+]([O-])c2ccccc2n1OCc1c(F)cccc1F,-3,.,9
Cc1ccc2[nH]c3c(=O)n(CCC(=O)Nc4ccc(C)c(C)c4)cnc3c2c1,-4,-10,.
O=C(Nc1cccc(C2SCC(=O)N2c2ccc3c(c2)OCCO3)c1)c1ccc(Cl)cc1Cl (stereo unspecified),-3,-7,5
Cc1cccc(NC(=O)N2CCC(N3CCCC(C(=O)N4CCCC4)C3)CC2)c1 (stereo unspecified),-4,-14,.
CCCN(CC(=O)N(Cc1cccn1Cc1cccc(OC)c1)C(C)CC)C(=O)c1ccc([N+](=O)[O-])cc1 (stereo unspecified),-4,-6,10
COCCCN(CC(=O)N1CCc2sccc2C1c1ccc(Cl)cc1Cl)C(=O)c1cccc(C(F)(F)F)c1 (stereo unspecified),-10,-3,-1
CC(Nc1cccc(Cl)c1)C(=O)Nc1ccc2ccccc2c1 (stereo unspecified),-6,-17,4
COc1ccc(CCN2C(=O)N(C)C(=O)C23CCN(Cc2cnn(-c4ccc(F)cc4)c2)CC3)cc1,-5,-8,-2
Cc1nonc1CN(C)Cc1cn(C)nc1-c1ccc2c(c1)OCCO2,5,.,-7
CCC(C)C(NC(=O)c1ccc(Cl)c(Cl)c1)C(=O)Nc1nnc(-c2cccc(Cl)c2)s1 (stereo unspecified),-2,-5,16
CCCC(O)CN1CCC(=O)N(CCOC)Cc2cc(F)ccc21 (stereo unspecified),4,-6,14
CC(=O)N1CCc2c(sc(NC(=O)Cc3ccccc3)c2-c2nc3ccccc3s2)C1,-5,.,3
Cc1ncsc1CCN(C)C(=O)c1cn(-c2ccccc2)nn1,-8,-12,-1
O=S(=O)(NCC1(c2ccccc2)CCOCC1)c1cccs1,-9,.,1

# 2 compounds from above, limited to hcGAS inh:
canonical_smiles | hcGAS inh
COc1ccc(C2=NOC(C)([C@H]3CC=C(C)/C(=N/NC(=O)c4cccs4)C3)C2)cc1 (stereo partly specified) | -12
O=C(COC(=O)C1(c2ccc3c(c2)OCCO3)CCCC1)N1CCNC1=O | -6

# Going on with the list.
Compound,hcGAS inh,mcGAS inh,NPYLR7 ag
CC(C)(C)C(=O)CSc1nc2sc3c(c2c(=O)[nH]1)CCCC3,-7,-6,1
CSc1nnc(SCc2csc(Cc3ccc(C)cc3)n2)s1,-3,-7,5
CCn1c(C2CCN(S(=O)(=O)c3cn(C)c(C)n3)CC2)nn(C)c1=O,-8,-18,7
COc1ccccc1Oc1cc(N2CCN(C(=O)C(C)Cl)C(C)C2)ncn1 (stereo unspecified),-6,-4,-11
C=CCn1c(SCc2cccc(Cl)c2)nnc1-c1ccccc1OC,-2,-4,.
CN(CC(=O)c1ccc2[nH]c(=O)[nH]c2c1)Cc1cccc(Cl)c1Cl,-3,.,12
Cc1nn(CC(=O)Nc2ccccc2C(F)(F)F)c(C)c1[N+](=O)[O-],1,.,-2
CC(C)=CC1C(C(=O)N2CCc3nnc(N)cc3C2)C1(C)C (stereo unspecified),-13,.,6
COc1cc(/C=N\N2CCCCC2)ccc1OCc1ccccc1Cl,-5,.,2
ClCc1cc(-c2cc3ccccc3o2)on1,-9,.,-4
Cn1cc(/C=C2/CCO/C(=C/c3cnn(C)c3)C2=O)cn1,-3,-11,25
Cc1sc2nc(CN3CCC(C)CC3)nc(N3CCC4(CC3)OCCO4)c2c1C,-5,.,-2
c1ccc2c(c1)N(Cc1ccno1)CCCN2Cc1ccno1,-5,.,4
CCOC(=O)CNC(=O)N1CCC(CCC(=O)N(C)Cc2ccccc2)CC1,-10,.,5
CCC(C)(C)C1CCC(Nc2ccc3nnnn3n2)CC1 (stereo unspecified),-7,-6,10
Cc1nc2c(C(=O)N(C)CCCn3cccn3)cccc2[nH]1,-2,-9,-1
Cc1nc(-c2ccc3c(c2)CCN3S(=O)(=O)c2ccc(Cl)cc2F)cs1,-4,.,-10
Cc1nn(CCNC(=O)C2CCN(C(=O)C3CC3)CC2)c(C)c1Cl,-14,-7,.
Cc1oc(-c2ccccc2)nc1COC(=O)c1ccc2c(c1)OCC(=O)N2,-11,.,-2
O=C(NCc1ccccc1)C1Cc2ccccc2N2CCN(C3CCCC3)CC12 (stereo unspecified),1,1,.
CCOC(=O)CN1CCN(C(=O)c2cn(C)cc3c(=O)n(-c4ccccc4)nc2-3)CC1,-10,-9,-1
CC1CC(C(N)=O)c2ccccc2N1C(=O)CSCc1cccs1 (stereo unspecified),4,.,-6
Cc1nonc1C1CCCN1Cc1nc(-c2ccco2)oc1C (stereo unspecified),0,.,-1
Cc1ccccc1NC(=O)Cn1nc(C)c2ccccc2c1=O,-3,-5,6
CCCN(Cc1c(C)nn(-c2ccccc2)c1N1CCN(C)CC1)S(=O)(=O)c1ccc(Cl)cc1,-9,-6,0

# Compounds listed so far with a furan ring, fused or not (5):
Compound,hcGAS inh,mcGAS inh,NPYLR7 ag
O=C(NCc1ccco1)c1coc(CN(CCN2CCOCC2)Cc2ccc(Cl)cc2)n1,-7,-4,9
Cc1c(C(=O)NCc2ccco2)cnn1-c1ccccc1,-4,-3,-20
CCOC(=O)C1CCN(C(c2ccccc2)C2Sc3nc(-c4ccco4)nn3C2=O)CC1 (stereo unspecified),-4,1,-9
ClCc1cc(-c2cc3ccccc3o2)on1,-9,.,-4
Cc1nonc1C1CCCN1Cc1nc(-c2ccco2)oc1C (stereo unspecified),0,.,-1

# Remaining list, next part:
Compound,hcGAS inh,mcGAS inh,NPYLR7 ag
CCOc1cc(C=C2N=C(c3ccc(C)cc3)OC2=O)ccc1OC(C)C(=O)N(C)C (stereo unspecified),7,0,0
COc1ccc(CNC(=O)c2sc(=O)n(Cc3ccccc3F)c2C)cc1OC,-6,.,7
COC[C@H]1CCC[C@H]1Nc1nc(C)nc2c1CCNC2,-4,.,0
CC(=O)Nc1ccc(OCC(=O)NCCc2c(F)cccc2F)cc1,-5,-11,-1
O=C(c1sc(=S)n2c1[nH]c(=O)c1ccccc12)N1CCCC1,-9,.,6
CC(=O)N1CCN(c2ncnc3c2nnn3-c2ccc(F)cc2)CC1,-8,-9,-7
CSc1nc(N2CCCC2)c2cnn(CCNC(=O)c3cccc4ccccc34)c2n1,-7,-6,.
O=C1CCN(Cc2nc(Cc3ccccc3Cl)no2)C(=O)N1,-10,.,2
CCOC(=O)CN1CCN(c2ccc3c(c2)OCO3)C(=O)C1C (stereo unspecified),1,.,-1
CCOc1ccc(NC(=O)c2cccc(C)n2)cc1S(=O)(=O)N(CC)CC,-5,.,-2
CCCCCN(C(=O)Nc1ccc(Cl)cc1Cl)C(CC)c1nc2ccccc2c(=O)n1-c1ccc(OC)cc1 (stereo unspecified),2,-4,-4
Cn1c(CC2CCNCC2)nnc1SCc1noc(C2CCCO2)n1 (stereo unspecified),-4,-17,-2
Cc1cc2c(F)ccc(C)c2nc1-c1cc(F)c2c(c1)CC(CN)O2 (stereo unspecified),-4,.,5
COc1ccc(-c2ccc(-c3nc(-c4ccccc4Cl)no3)cc2)cc1,-4,-4,-3
CCOC(=O)c1c(NC(=O)COC(=O)c2cccc(O)c2)sc2c1CCCC2,-1,-4,5
COc1cc(C)c(S(=O)(=O)NCc2ccco2)c(C)c1,-12,-8,1
CCCc1cnc2c(c1SCCN(CC)CC)c(=O)n(C)c(=O)n2C,1,-3,-6
COCCNCc1nccn1Cc1c(C)cc(C)cc1C,2,-2,-3
COc1ccc(-c2noc(-c3ccc(NCc4ccncc4)nc3)n2)cc1,-3,-16,7
COc1ccc(-c2nc3scc(CCNS(=O)(=O)c4ccc(Cl)cc4)n3n2)cc1,-8,-8,-9
N#Cc1ccnc(N2CCN(CN3C(=O)CC4(CCCCC4)C3=O)CC2)c1,-7,.,5
CC(=O)Nc1ccc(CN2CCC2(C)C(=O)Nc2cccc(NS(C)(=O)=O)c2)cc1 (stereo unspecified),-12,.,7
CC(NC(=O)C(C)N1CCN(C)CC1C)c1ccc2c(c1)CCCC2 (stereo unspecified),-12,-8,5
CCCn1c(-c2nnc(CC)o2)cc2ccccc21,-5,-10,-9
Cc1cc(=O)n(CC(=O)N(C)Cc2ncc[nH]2)c2ccccc12,-7,.,-5
Cc1ccccc1C(=O)N1CCc2sccc2C1c1ccccc1C (stereo unspecified),-5,-10,.
O=S(Cc1coc(-c2ccccc2)n1)Cc1ccccc1F (stereo unspecified),8,.,-4
COC(=O)c1ccc(Oc2ncnc3sc(C)c(-c4ccccc4)c23)cc1,-8,.,-10
Cc1cc(N(C)Cc2ccoc2)nc(N2CCOCC2)n1,-12,-13,22
Cc1ccsc1CN(Cc1ccc(F)cc1)C(=O)CNCCN1CCOCC1,-5,.,7
COc1nc(C)cc(C)c1CNC(=O)CCC(=O)NC1CCCC1,-3,-12,7
CC(C)(CO)CNc1ccn2nccc2n1,-13,.,3
CC(=O)c1ccc(N2CCN(C(=O)c3ccc(NC(=O)CSc4nncn4C)cc3)CC2)cc1,-1,-7,5
CC1(C(=O)N2CCCN(Cc3cccs3)CC2)CCCCO1 (stereo unspecified),-12,-4,.
N#Cc1ccsc1NC(=O)Cc1csc(-c2ccccc2)n1,-5,-7,0
CC(=O)N1CCn2nc(C(=O)N(Cc3c(F)cccc3Cl)C3CC3)cc2C1,-6,.,0
